Source: PubChem BioAssay (several laboratories)
Dyrk1A ADPGlo – inhibitors of rat Dyrk1A kinase | Q63470 | inhibition, % at 12.5 µM | ADP-Glo luminescence, NFATc1 peptide | 0.43% of 310,000 active; in the data active = inhibition above about 50%;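 note: plate controls were vehicle with enzyme for no effect and no enzyme for full effect; many of its hits are not listed in these tables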
hERG protect – compounds protecting human hERG from proarrhythmic drug block. Q12809. CHO-hERG, FluxOR thallium flux, dofetilide IC70 present. activation (rescue from dofetilide block), less the hit threshold, % at 10 µM. 0.51% of 310,000 active. AID 1511;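 active = activation above the mean of controls blocked by dofetilide plus 5 SD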;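 note: thallium influx through hERG after potassium depolarization seen as dye fluorescence rise; in these data hits start at about 4.7%; inactives centre near -7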
HDAC3 inhib – human HDAC3 inhibition. inhibition, % at 8.3 µM. AID 2718. O15379. 0.15% of 320,000 active. recombinant HDAC3, fluorogenic peptide/trypsin coupled, fluorescence; in the data active = inhibition above about 26%, passing the limit was not always enough
KCNQ1 pot – potentiators or activators of human KCNQ1 potassium channel. P51787. CHO-K1 KCNQ1, thallium flux FluxOR fluorescence; hits give high values. B-score at 10 µM. 0.35% of 310,000 active. AID 2648;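 active = fluorescence ratio B-score, a plate-corrected score, at least three library SD, with initial intensity B-score within 5 SD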
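Assay system: CHO-K1 cells stably expressing KCNQ1. Medium: assay buffer for compound exposure, DMSO matched across wells. Timing: 37 °C overnight plating, 90-min dark dye load, 20-min compound pretreatment. Signal: kinetic FluxOR fluorescence, 10 s baseline plus 110 s post-stimulus.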
ANO1 block – inhibitors of mouse TMEM16A calcium-activated chloride channel; HEK293 TMEM16A/YFP iodide influx fluorescence, ionomycin; normalized B-score (activity score, 25-100; higher = stronger inhibition) at 10 µM; 1.2% of 310,000 active; AID 588511;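 active = ratio plate-corrected score three or more library SD toward inhibition, starting fluorescence score within five deviations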;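 note: score derived from kinetic fluorescence span divided by baseline fluorescence per well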
Target sequence (Q8BHY3 whole entry, looked up): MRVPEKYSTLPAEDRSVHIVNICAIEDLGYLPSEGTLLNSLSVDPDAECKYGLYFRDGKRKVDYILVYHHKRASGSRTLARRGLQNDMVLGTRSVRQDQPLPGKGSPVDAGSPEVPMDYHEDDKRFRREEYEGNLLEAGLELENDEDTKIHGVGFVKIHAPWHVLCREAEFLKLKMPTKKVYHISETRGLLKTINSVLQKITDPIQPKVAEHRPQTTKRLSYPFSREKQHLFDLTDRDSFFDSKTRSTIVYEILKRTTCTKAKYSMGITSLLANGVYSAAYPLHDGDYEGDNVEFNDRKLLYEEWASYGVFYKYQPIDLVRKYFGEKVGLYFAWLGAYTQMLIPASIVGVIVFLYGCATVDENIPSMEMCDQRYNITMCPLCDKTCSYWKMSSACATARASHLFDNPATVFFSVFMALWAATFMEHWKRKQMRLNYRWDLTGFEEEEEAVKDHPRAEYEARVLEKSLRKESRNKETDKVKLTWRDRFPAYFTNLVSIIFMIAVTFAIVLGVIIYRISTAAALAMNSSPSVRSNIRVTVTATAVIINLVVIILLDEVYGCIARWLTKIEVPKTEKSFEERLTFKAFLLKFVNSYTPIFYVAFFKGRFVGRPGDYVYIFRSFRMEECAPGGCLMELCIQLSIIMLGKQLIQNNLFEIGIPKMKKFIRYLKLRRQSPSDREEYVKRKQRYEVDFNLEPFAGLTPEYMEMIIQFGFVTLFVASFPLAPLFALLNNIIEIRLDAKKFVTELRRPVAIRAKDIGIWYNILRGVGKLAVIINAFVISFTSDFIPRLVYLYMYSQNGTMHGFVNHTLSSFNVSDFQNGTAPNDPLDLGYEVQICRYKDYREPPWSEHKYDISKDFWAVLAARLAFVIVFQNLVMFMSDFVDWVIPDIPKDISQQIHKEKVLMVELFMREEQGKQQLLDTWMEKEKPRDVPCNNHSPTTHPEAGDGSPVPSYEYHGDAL
KCNQ1 inh – human KCNQ1 channel inhibition. 1.3% of 310,000 active. P51787. CHO-K1 KCNQ1, FluxOR thallium flux fluorescence; hits give high values. B-score at 10 µM;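 active = compounds whose thallium flux B-score, printed positive for inhibition, exceeds three library SD while starting fluorescence stays within three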;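 note: channel opened by potassium depolarization with thallium stimulus after 20 min compound exposure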
TRPC4 agonist – TRPC4 (mouse) channel activation. B-score at 10 µM. 0.49% of 310,000 active. AID 2237. Q9QUQ5. HEK293 TRPC4beta/mu-opioid, Fluo4 calcium fluorescence; hits give high values;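 active = B-score above 5 SD of library B-scores, and initial fluorescence ratio not above library mean plus 5 SD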;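 note: positive B-score marks a calcium rise read as TRPC4 activation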
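Material: TRPC4beta and mu-opioid receptor HEK293 stable cells | Incubation: 45 min room-temperature Fluo4 loading, 110 s read | Detection: Kinetic Fluo4 calcium fluorescence | Measure: Integrated baseline-normalised fluorescence ratio, converted to per-well B score | Benchmarks: Low control buffer alone, high control maximal DAMGO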
KCNK9 block – inhibitors of human KCNK9 two-pore domain potassium channel | B-score at 10 µM | 1.2% of 310,000 active | HEK293 KCNK9, FluxOR thallium flux fluorescence; hits give low values;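 active = ratio B-score over 3 SD below the library mean, with starting fluorescence within 5 SD of its mean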;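 note: negative B-score means less thallium flux so channel inhibition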
TRPC4 potent – allosterically enhances the mouse TRPC4 cation channel; HEK293 TRPC4beta/mu-opioid, DAMGO EC20, Fluo-4 Ca2+ flux; hits give high values; B-score at 10 µM; 0.42% of 310,000 active;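 active = B-score of calcium response area above 5 SD of library B-scores, with initial fluorescence ratio within 5 SD of library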;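 note: B-score of integrated fluorescence ratio over time as area under calcium response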
KCNK3 block – human KCNK3 channel inhibition, primary screen; O14649; CHO-KCNK3 thallium flux, FluxOR fluorescence; hits give low values; B-score at 10 µM; 0.84% of 340,000 active; AID 602410;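 active = B-score under library mean minus 4 SD, starting fluorescence ratio at most library mean plus 5 SD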;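 note: more negative B-score means stronger inhibition of thallium flux through KCNK3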
TMEM16A act – activates or potentiates the mouse TMEM16A chloride channel. HEK293 TMEM16A/YFP-H148Q/I152L, iodide quench fluorescence; hits give low values. AID 623877. 0.3% of 340,000 active. Q8BHY3. B-score at 10 µM;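 active = fluorescence-ratio B-score plate-corrected deviation score at least 3 library SD below zero, with starting fluorescence score within 5 deviations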;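 note: channel opened by trigger with iodide after compound preincubation; score built on the fluorescence ratio of max minus min over baseline; more negative score means more quench and so TMEM16A activation or potentiation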
An asterisk follows results filed as active; i = inactive; / = no result given. Only part of the results is shown. The share of hits here may be higher or lower than overall.

The first six entries, ahead of the listing:
1. COc1ccccc1CNC(=O)C1CCN(C(=O)[C@@H]2Cc3ccccc3CN2)CC1
2. COc1cc2c(cc1OC)/C(=C/C(=O)c1ccc(C)cc1)NCC2
3. CCOc1ccc(CNC(=O)CCC(=O)N2CCSc3ccccc32)cc1
4. CCc1cc2c(=O)n(-c3ccc(Br)cc3)cnc2s1
5. CC(C)Cc1ccc(CN2CCC(n3nccc3NC(=O)C3CCCC3)CC2)cc1
6. Cc1ccc(NC(=O)CN(C)CC(=O)Nc2sc3c(c2C(N)=O)CCC3)cc1

assay / entry	1	2	3	4	5	6
Dyrk1A ADPGlo	-1	4	0	1	-7	3
hERG protect	-6	-10	-19	-2	-13	-8
HDAC3 inhib	1	-1	-1	2	4	7
KCNQ1 pot	i	i	i	i	i	i
ANO1 block	i	i	i	i	i	i
KCNQ1 inh	i	i	i	i	i	i
TRPC4 agonist	i	i	i	i	i	i
KCNK9 block	i	i	i	i	i	i
TRPC4 potent	i	i	i	i	i	i
KCNK3 block	i	i	i	i	i	i
TMEM16A act	i	i	i	i	i	i

All compounds of this part, previewed entries included:
1. COc1ccccc1CNC(=O)C1CCN(C(=O)[C@@H]2Cc3ccccc3CN2)CC1
2. COc1cc2c(cc1OC)/C(=C/C(=O)c1ccc(C)cc1)NCC2
3. CCOc1ccc(CNC(=O)CCC(=O)N2CCSc3ccccc32)cc1
4. CCc1cc2c(=O)n(-c3ccc(Br)cc3)cnc2s1
5. CC(C)Cc1ccc(CN2CCC(n3nccc3NC(=O)C3CCCC3)CC2)cc1
6. Cc1ccc(NC(=O)CN(C)CC(=O)Nc2sc3c(c2C(N)=O)CCC3)cc1
7. COc1ccc(Br)cc1/C=N/NC(=O)CNC(=O)/C=C/c1ccccc1
8. Cc1ccc(-c2nc(-c3ccccc3)no2)c(Cl)c1
9. COc1ccccc1Nc1nc(N)nc(CSC(=S)N2CCC(C)CC2)n1
10. O=C(CCC(=O)OCC(=O)c1ccccc1)NC1CCCCC1

assay / entry	1	2	3	4	5	6	7	8	9	10
Dyrk1A ADPGlo	-1	4	0	1	-7	3	6	3	0	-3
hERG protect	-6	-10	-19	-2	-13	-8	-16	-16	-5	0
HDAC3 inhib	1	-1	-1	2	4	7	-6	12	9	3
KCNQ1 pot	i	i	i	i	i	i	i	i	i	i
ANO1 block	i	i	i	i	i	i	i	i	i	i
KCNQ1 inh	i	i	i	i	i	i	i	i	i	i
TRPC4 agonist	i	i	i	i	i	i	i	i	i	i
KCNK9 block	i	i	i	i	i	i	i	i	i	i
TRPC4 potent	i	i	i	i	i	i	i	i	i	i
KCNK3 block	i	i	i	i	i	i	i	i	i	i
TMEM16A act	i	i	i	i	i	i	i	i	i	i

11. O=C(CN1CCN(S(=O)(=O)/C=C/c2ccccc2)CC1)NCC(F)(F)F
12. Cc1cccc(C(=O)N2CCN(S(=O)(=O)N3CCCCCC3)CC2)c1
13. COc1ccc(/C=C2/C(=O)N(c3ccccc3)N=C2C)cc1Br
14. O=[N+]([O-])c1ccc(Sc2cccc[n+]2[O-])c2nonc12
15. Cc1cc(=O)[nH]c(SCC(=O)N2CCN(S(=O)(=O)c3ccccc3)C2)n1
16. O=C(O)c1ccc2cc(-c3ccccc3)[nH]c2c1
17. O=C(c1ccc(F)cc1)N1CCN(c2ccc([N+](=O)[O-])cc2-n2cccc2)CC1
18. Cc1scc(C(=O)N/N=C/c2ccc([N+](=O)[O-])o2)c1C
19. CC1Sc2ccc(S(=O)(=O)CCC(=O)Nc3ccc(C(C)C)cc3)cc2NC1=O (configuration not stated)
20. COc1ccccc1NC(=O)c1ccc2nsnc2c1

assay / entry	11	12	13	14	15	16	17	18	19	20
Dyrk1A ADPGlo	-2	-3	1	8	-2	0	1	15	/	-2
hERG protect	-3	-4	1	-52	-11	0	-10	-9	-14	-3
HDAC3 inhib	-1	3	1	/	-9	-121	-5	1	9	5
KCNQ1 pot	i	i	i	i	i	i	i	i	i	i
ANO1 block	i	i	i	/	i	i	i	i	i	i
KCNQ1 inh	i	i	i	18*	i	i	i	i	i	i
TRPC4 agonist	i	i	i	i	i	i	i	i	i	i
KCNK9 block	i	i	i	-16*	i	i	i	i	i	i
TRPC4 potent	i	i	i	i	i	i	24*	i	i	i
KCNK3 block	i	i	i	-14*	i	i	i	i	i	i
TMEM16A act	i	i	i	-4.9*	i	i	i	i	i	i

21. Cc1cccc(NCc2nc(SCC(=O)Nc3ccccc3Br)n[nH]2)c1
22. CCN(CC)CCN1C(=O)C2C(C(=O)Nc3ccc(C(C)C)cc3)C3C=CC2(O3)C1C(=O)NC1CCCCC1 (configuration not stated)
23. N#CC1=C(N)Oc2c(oc(CO)cc2=O)C1c1cccs1 (configuration not stated)
24. Cc1ccc(COn2c(-c3ccc(Cl)cc3Cl)nc3ncccc32)cc1
25. C=CCOC(=O)c1sc(NC(=O)c2ccco2)nc1C
26. OC(c1ccc2c(c1)OCO2)c1nccc2ccccc12 (configuration not stated)
27. O=C(/C=C\c1ccccc1)NCC(=O)N/N=C/c1ccc(O)cc1O
28. Cc1nnc(N/N=C/c2ccc([N+](=O)[O-])cc2)n1N
29. Cc1nc2c(C(=O)N3CCN(C)CC3)cnn2c(C)c1Cc1ccc(Cl)cc1
30. CCSc1nc(-c2ccccc2)nc(C(Cl)Cl)n1

assay / entry	21	22	23	24	25	26	27	28	29	30
Dyrk1A ADPGlo	/	0	-7	2	2	2	/	-5	2	-1
hERG protect	-7	-7	-10	-15	/	-7	-9	-3	-7	-7
HDAC3 inhib	0	3	4	11	-2	4	-3	-1	-3	2
KCNQ1 pot	i	i	i	i	/	i	i	i	i	i
ANO1 block	i	i	i	i	i	i	i	i	i	i
KCNQ1 inh	i	i	i	i	/	i	i	i	i	i
TRPC4 agonist	i	63*	i	59*	/	i	i	i	i	i
KCNK9 block	i	i	i	-11*	/	i	i	i	i	i
TRPC4 potent	i	i	i	i	/	i	i	i	i	i
KCNK3 block	i	i	i	-9.6*	i	i	i	i	i	i
TMEM16A act	i	i	i	i	i	i	i	i	i	i

31. Cc1ccc(C)c(NC(=O)c2cc[n+](C)cc2)c1
32. COc1ccccc1N(CC(=O)NCCC1=CCCCC1)S(=O)(=O)c1ccccc1
33. Cc1cc(Cl)n2nc(C)c(-c3ccc(Cl)cc3)c2n1
34. O=C(Nc1ccc(S(=O)(=O)Nc2nccs2)cc1)c1nn(-c2ccc(F)cc2)ccc1=O
35. O=C(CCC1COc2ccccc2O1)N1CCCC1 (configuration not stated)
36. O=C(CSc1ccc(F)cc1)Nc1nnc(-c2ccco2)o1
37. COc1cc(/C=N/NC(=O)C(=O)NCc2ccco2)cc(Cl)c1O
38. O=C(N/N=C/C=C/c1ccco1)c1cccc([N+](=O)[O-])c1
39. O=c1[nH]c2cccc(Cl)c2n(CCNc2ncc(C(F)(F)F)cc2Cl)c1=O
40. N#Cc1ncn(-c2ccc(Oc3ccccc3)cc2)c1N

assay / entry	31	32	33	34	35	36	37	38	39	40
Dyrk1A ADPGlo	-7	-4	2	/	-5	11	25	2	-2	1
hERG protect	-13	-9	-5	-6	-3	-9	-9	-3	0	-13
HDAC3 inhib	7	5	-8	9	-6	0	1	6	7	-2
KCNQ1 pot	i	i	i	i	i	i	i	i	i	i
ANO1 block	i	i	i	i	i	i	i	i	i	i
KCNQ1 inh	i	i	i	i	i	i	i	i	i	i
TRPC4 agonist	i	i	i	i	i	i	i	i	i	i
KCNK9 block	i	i	i	i	i	i	i	i	i	i
TRPC4 potent	i	i	i	i	i	i	i	i	i	i
KCNK3 block	i	i	i	i	i	i	i	i	i	i
TMEM16A act	i	i	i	i	i	i	i	i	i	i

41. CCOc1ccccc1NC(=O)c1ccc2nccnc2c1
42. O=C1c2cccc(O)c2C(=O)c2c(O)cc(CO)cc21
43. Cc1ccc(N2CC(C(=O)NCc3ccccn3)CC2=O)cc1 (configuration not stated)
44. COC(=O)Cn1cnc2ccccc2c1=O
45. O=C(CCN1C(=O)c2ccc([N+](=O)[O-])cc2C1=O)Nc1cccc(O)c1
46. COc1ccc(NC2CS(=O)(=O)CC2NCc2ccco2)cc1 (configuration not stated)
47. Cc1cccc(N2CCN(C(=S)Nc3ccc4nc(N5CCN(C)CC5)cc(C)c4c3)CC2C)c1 (configuration not stated)
48. Cc1nc2ccccc2n1CCOc1ccc([N+](=O)[O-])cc1
49. COc1ccc(N(CC(=O)Nc2cccc(N(C)S(C)(=O)=O)c2)S(=O)(=O)c2ccccc2)cc1Cl
50. Cc1ccc2c(c1)N(CCC(=O)NC(C)C)C(=O)CO2

assay / entry	41	42	43	44	45	46	47	48	49	50
Dyrk1A ADPGlo	-6	/	-7	-1	-10	-6	1	-2	0	-2
hERG protect	-1	-6	-3	-5	-11	-11	-13	-10	-14	-4
HDAC3 inhib	4	6	-3	0	1	11	/	3	7	16
KCNQ1 pot	i	i	i	i	i	i	i	i	i	i
ANO1 block	i	i	i	i	i	i	i	i	i	i
KCNQ1 inh	i	i	i	i	i	i	i	i	i	i
TRPC4 agonist	i	i	i	i	i	i	i	i	i	i
KCNK9 block	i	i	i	i	i	i	i	i	i	i
TRPC4 potent	i	i	i	i	i	i	i	i	i	i
KCNK3 block	i	/	i	i	i	i	i	i	i	i
TMEM16A act	i	/	i	i	i	i	i	i	i	i

51. COc1ccc(-c2nc(C(N)=O)c3[nH]c(=O)n(-c4ccccc4OC)c3n2)c(OC)c1
52. CC(=O)N1CCN(S(=O)(=O)c2c(F)cc(F)c(Cl)c2F)CC1
53. O=C(NCCc1cccc(Cl)c1)c1cc2ccccc2oc1=O
54. CCOC(=O)CNC(=O)c1cn(CC)c(=O)c2cc(OC)c(OC)cc12
55. COc1ccc(OCC(=O)NNC(=O)C(=O)N2CCCC2)cc1
56. Cc1ccc2c(c1)CC1(CN2C)C(=O)OC(C)(C)OC1=O

assay / entry	51	52	53	54	55	56
Dyrk1A ADPGlo	7	/	12	-3	-5	-6
hERG protect	-3	-4	-4	-13	-2	-7
HDAC3 inhib	2	1	-8	2	1	/
KCNQ1 pot	i	i	i	i	i	i
ANO1 block	i	i	i	i	i	/
KCNQ1 inh	i	i	i	i	i	i
TRPC4 agonist	i	i	i	i	i	i
KCNK9 block	i	i	i	i	i	i
TRPC4 potent	i	i	i	i	i	i
KCNK3 block	i	i	i	i	i	i
TMEM16A act	i	i	i	i	i	i
